# SSB-PriA inh: inhibitors of Klebsiella pneumoniae PriA binding to SSB C-terminal tail | AlphaScreen SSBct-PriA binding, biotinylated peptide | inhibition, % at 33 µM | 0.6% of 430,000 active; in the data active = inhibition mostly above about 37%, no sharp cut-off; inactive = mostly below about 20%;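 also: plate controls were negative control peptide for no effect and reference peptide for full effect; strong numbers were not always called active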
# An asterisk follows results filed as active; i = inactive; & = joins results of further samples. The list is partial (hit frequency here may not be typical).
structure	SSB-PriA inh
COC(=O)c1ccc(S(=O)(=O)NCC(C)(O)c2ccc3c(c2)OCO3)cc1 (stereo not given)	9
COc1ccc([C@H](CNC(=O)c2c(F)cccc2Cl)N2CCOCC2)cc1	-5
COc1ccccc1-c1c(N)oc2cc(O)ccc2c1=O	-23
CC(C)(C)c1csc(CN2CCN(CC(=O)NCCc3ccccc3)CC2)n1	-6&-1
COc1ccc(C=NNS(=O)(=O)c2ccc(F)cc2)cc1COc1cc(F)ccc1[N+](=O)[O-]	6
COc1ccccc1NC(=O)N1CCC(CNC(=O)C(=O)Nc2ccc(C)c(Cl)c2)CC1	8
Cc1ccc(Cc2nnc(NC(=O)c3ccc(S(=O)(=O)N(C)c4ccccc4)cc3)o2)c(C)c1	-1
CC1=CC(=C2C(=O)NC(=O)NC2=O)C=C(C)N1CCN1CCOCC1	-1
COCCN1CCC(CNC(=O)C(=O)Nc2ccc(C(F)(F)F)cc2)CC1	-18
O=C1CC2(CCN(C(=O)Cc3ccc(F)cc3)CC2)Oc2ccccc21	-8
O=C(CN1CCN(Cc2ccc(Cl)cc2)CC1)NN=Cc1ccncc1	-3
COc1cccc(-c2c(C(=O)NN=Cc3ccco3)nnn2-c2nonc2N)c1	-10
CC(=NOC(=O)c1ccccc1)c1cc(-c2ccc(Cl)cc2)no1	-12
S=c1[nH]c(-c2ccccc2)cn1N=Cc1ccncc1	-9
COC(=O)C1=C(NC(=O)NC(=O)N(c2ccc(Cl)cc2)S(=O)(=O)c2ccc(C)cc2)CCS1	-14
Cc1nc(-c2ccccc2NC(=O)NCc2cccs2)cs1	-16
CNC(=O)Cc1csc(Nc2cccc(Cl)c2)n1	-1
Cc1ccc(C(O)=C2C(=O)C(=O)OC2c2ccc(Cl)cc2)cc1 (stereo not given)	-4
CSc1ncccc1C(=O)NCCC(O)C1CC1 (stereo not given)	-3
Cc1cc(C=NNC(=O)C(O)(c2ccccc2)c2ccccc2)c(C)n1-c1ccccc1	4
O=C(Nc1c2c(nn1-c1cccc(Cl)c1)CSC2)c1ccccc1Br	-20
Cc1cc(NC(=O)C2(c3ccc(Cl)cc3)CCCC2)ccc1N1CCCC1=O	-9
COc1cc(C(=O)N(Cc2cccs2)C2CCS(=O)(=O)C2)cc(OC)c1OC (stereo not given)	-1
O=C(NCCn1ncc2c(=O)n(Cc3cccc(F)c3)cnc21)c1cccs1	-12
O=C(NN=Cc1ccc[nH]1)c1ccc([N+](=O)[O-])cc1	-3
O=C(NN=Cc1ccc(OC(=O)c2cccs2)cc1)c1ccc(Cl)cc1	-1
COc1ccc2c(c1)CCN(S(=O)(=O)CCNC(=O)Cn1cnc3c1c(=O)n(C)c(=O)n3C)C2	-2
Cc1ccccc1NC(=O)CSc1nnnn1-c1ccccc1F	-4
O=C(NN=Cc1cccs1)c1cc(-c2ccc3ccccc3c2)n[nH]1	2
O=C(Nc1nnc(-c2ccccc2Cl)s1)c1cccs1	-13
O=C(Nc1nccs1)C(=O)N1CCN(Cc2ccccc2)CC1	-30
Cc1ccc(Cl)c2sc(N3CCN(S(=O)(=O)c4cccs4)CC3)nc12	4
CCOc1ccc(C=NNC(=S)Nc2c(C)cccc2C)cc1	-13
CC(C)S(=O)(=O)c1ccc(CC(=O)NC2CCN(c3ccccn3)C2)cc1 (stereo not given)	-8
O=C1c2oc3ccc(Cl)cc3c(=O)c2C(c2ccccn2)N1CCN1CCOCC1 (stereo not given)	-4
Cc1ccc(-c2ccc(N3CCN(S(C)(=O)=O)CC3)nn2)c(C)c1	-9
O=C(Cc1cccnc1)N1CCSC(c2ccccc2Cl)CC1 (stereo not given)	1
Cc1ccccc1Oc1ccc(S(=O)(=O)N2CC(C)OC(C)C2)cc1 (stereo not given)	-4
Cc1cc(OCC(=O)Nc2cc(-n3cncn3)ncn2)ccc1Cl	-15
Cc1ccc(NC(N)=Nc2nc(CSc3nnc(N)s3)cc(=O)[nH]2)cc1	-5
O=C(Nc1nc2c(Cl)c(Cl)ccc2s1)c1nc2ccccc2s1	-3&3
CC(=O)N1CCN(c2ccnc3c2c(=O)n(CC(=O)c2ccc(Cl)cc2)c(=O)n3C)CC1	-8
O=C(CSc1ccc(NC(=O)c2ccccc2F)nn1)NCc1ccc2c(c1)OCO2	-5
COc1coc(C(=O)N2CCN(c3ccccc3Cl)CC2)cc1=O	-14
COc1cccc2sc(NCc3ccccn3)nc12	-2
O=C(NCc1cc(F)cc(F)c1)[C@H]1CCCN(c2ccc(-c3ccccc3)nn2)C1	2
COc1ccc(C(=O)N[C@H](c2cccnc2)C2CCOCC2)cc1F	-13
COCCN(Cc1ccoc1)C(=O)c1ccccc1S(=O)(=O)C(F)F	-9
C=Cc1cc2ccc(C)cc2nc1Cl	-7
Oc1ccc(COC2CCCCC2)c2cccnc12	108*
O=C(Nc1ccc2c(c1)CN(C(=O)C1CC1)CC2)c1ccc(F)c(F)c1	-3
COc1cccc2sc(N(C)CC(=O)NCc3ccccc3OC(F)(F)F)nc12	-14
COC(=O)CSC1CCN(C(=O)CCNS(=O)(=O)c2c(C)c(C)cc(C)c2C)C1 (stereo not given)	8
O=C(Nc1cccc([N+](=O)[O-])c1)C(Br)C(Br)c1ccccc1 (stereo not given)	7
O=C(NC1CCC(Oc2ncc(F)cn2)CC1)c1cncc(Br)c1 (stereo not given)	6
CC(=NNC(=S)NCc1ccccc1)c1ccc(C#N)cc1	8
COc1cc(C=NNC(=O)c2ccc(Cn3cc([N+](=O)[O-])cn3)o2)cc(Br)c1O	3
CCC(OCC(O)CNC(C)C)c1ccccc1 (stereo not given)	-26
CCOc1ccc(-n2ccn3c(CC(C)CC(=O)Nc4ccc(OC)cc4)nnc3c2=O)cc1 (stereo not given)	-6
O=C(c1nc2ccccc2s1)N1CCN(Cc2nc3ccccc3[nH]2)CC1	-2

# Other results:
structure	SSB-PriA inh
CC(C)(C)C(=O)NCCSc1ncc(-c2ccc(Cl)cc2)[nH]1	11
Cc1cc(=O)[nH]c(NN=C2CCCC/C2=C\c2ccccc2)n1	7
CSc1nnc(CNC(=O)c2ccc(C(C)(C)C)cc2)n1-c1ccc(F)cc1	-25
CCOc1ccc(-c2ccc(=O)n(Cc3nc(-c4cccc(Cl)c4)no3)n2)cc1	-4
COc1ccc(OC)c(COCC(O)CN2CCN(c3cc(Cl)ccc3C)CC2)c1 (stereo not given)	21
Cc1ccc(-n2cc(C(=O)NCc3cccs3)nn2)cc1	8
O=C(COc1ccccc1F)N1CCN(C(=O)c2cnn3c2CCCC3)CC1	-19
O=C(NC1CCCc2ccccc21)C1CCCN(c2cc(-n3cncn3)ncn2)C1 (stereo not given)	-14
CC(=O)NC(CCS(C)(=O)=O)C(=O)Nc1cccc(C(F)(F)F)c1 (stereo not given)	13
FC(F)(F)c1cc(C(F)(F)F)c2ccc(NN=Cc3ccccc3)nc2n1	-7
O=S(=O)(c1cccc2ccccc12)N(CCc1cccs1)C1CC1	-41
Cc1sc2nc(SCC(=O)Nc3ccccc3C(F)(F)F)nc(N)c2c1C	-1

# Other entries.
Molecule | SSB-PriA inh
O=C(NCc1cccnc1-c1ccsc1)c1c(F)cccc1F | -15
O=C(Cn1cncn1)Nc1ccccc1-c1ccc(=O)[nH]n1 | -2
O=S(=O)(NCc1nnnn1-c1ccc(F)cc1)c1cccs1 | 4
O=C(NCCn1nc(C(F)(F)F)c2c1CCCC2)C1(c2ccccc2)CCOCC1 | -7
Cc1cc(C(=O)Nc2nc(C(=O)NCc3ccccc3OC(F)(F)F)co2)no1 | -2
O=[N+]([O-])c1ccc(NN=Cc2ccc(O)c(O)c2O)c(S(=O)(=O)N2CCOCC2)c1 | 14
O=C(NCc1ccccc1Cl)C1CCN(c2ccc(-c3ccco3)nn2)CC1 | -18&0
COCCNC(=O)Cc1ccc(NC(=O)c2cc(Br)cs2)cc1 | -11
CC1(C)Cc2cccc(OCC(=O)NCCc3csc(-n4cccn4)n3)c2O1 | -22
CC(C)Oc1ccc(C(=O)Nc2cnc3ccnn3c2)cc1 | -8
CCOC(=O)N1CCN(C(=O)Cn2cnc(-c3ccc(OC)cc3)cc2=O)CC1 | -11
O=C(O)COc1coc(CN2CCN(c3cccc(Cl)c3)CC2)cc1=O | -10
Cc1cnnn1-c1ccc(C(=O)Nc2cccc(F)c2)cc1 | -16
O=C(Cn1c(=O)c2ccc(Cl)cc2n2nncc12)NCc1ccco1 | -4
O=C(c1cc(Cl)sc1Cl)N1CCC(Oc2nc3ccccc3s2)CC1 | -10

# 3 entries out of the list, ordered by formula weight, largest number first.
Molecule | SSB-PriA inh
CCOC(=O)N1CCN(C(=O)Cn2cnc(-c3ccc(OC)cc3)cc2=O)CC1 | -11
CCOc1ccc(C=NNC(=S)Nc2c(C)cccc2C)cc1 | -13
Oc1ccc(COC2CCCCC2)c2cccnc12 | 108*

# Further results:
Molecule | SSB-PriA inh
O=C(CS(=O)(=O)c1ccccc1)Nc1nc(-c2ccc(-c3ccccc3)cc2)cs1 | 6
CCC(=O)Nc1nc(C2CCCCC2)cs1 | 8
CN1C(=C=Cc2cc(I)c(O)c(I)c2)C(C)(C)c2ccccc21 | i
Cn1cc([C@@H](O)CNS(=O)(=O)c2ccc3oc(=O)n(C)c3c2)c2ccccc21 | 2
Cn1c(Cl)c(C=NOC(=O)c2ccc(Cl)cc2)c2ccccc21 | -5
Cc1ccc(S(=O)(=O)N=C(Nc2ccc3[nH]c(=O)[nH]c3c2)c2ccccc2)cc1 | 1
CS(=O)(=O)c1ccc(CC(=O)Nc2nc(-c3ccncc3)cs2)cc1 | -2
COc1ccc(C(C)=NNC(=O)CNC(=O)C(c2ccccc2)c2ccccc2)cc1OC | -3
O=C(CSc1nccn1-c1ccccc1)Nc1ccc(OC(F)(F)F)cc1 | 4
COc1c(OC(C)=O)ccc(C=NNC(=O)c2ccc(Br)cc2)c1[N+](=O)[O-] | 8
O=S(=O)(NCC1CCN(Cc2ccco2)CC1)c1cccc(F)c1 | -3&8
COc1ccc(Cl)cc1C(=O)NCc1cnn2ccccc12 | -15
Cc1nc2ncc(C(=O)O)c(=O)n2[nH]1 | -6&2
CCC(=NNC(=O)c1ccc(N(C)C)cc1)c1ccccc1 | -6
O=C(O)c1cc(-c2cccc3ccccc23)n[nH]1 | -12
O=C(Nc1ccc(OC(F)(F)C(F)F)cc1)c1cccc(C(=O)Nc2ccc(OC(F)(F)C(F)F)cc2)c1 | -12&-4
CCOc1ccc(-c2ccc(=O)n(CCNC(=O)Nc3ccc(F)c(Cl)c3)n2)cc1 | -12&-4
CCOc1ccc(NC(=O)N2CCN(c3ccc4nncn4n3)CC2)cc1 | -3
COCCNC(=O)Cc1csc(Nc2cc(OC)ccc2OC)n1 | -5&1
COCCN1CCCc2ccc(NS(=O)(=O)c3ccc(OCC(C)C)cc3)cc21 | 39*
O=C(Nc1cccc2c1CCCC2)c1cnc2n(c1=O)CCS2 | -11
O=C(Nc1nc(-c2cc([N+](=O)[O-])cs2)cs1)c1ccccc1 | 31
Oc1ccc(Br)cc1/C=N\Nc1ncnc2nc[nH]c12 | 12
O=S(=O)(NCC1CCN(c2cnccn2)CC1)c1ccc2c(c1)CCCC2 | 3
CC(C)(C)N(C(=O)c1cc2ccccc2o1)C(=O)N1CCCCC1 | -19
Cc1ccc(NC(=O)Cn2c(C)cc(C)c(-c3nc(-c4ccccc4)no3)c2=O)c(Br)c1 | -2
CC(=O)c1cccc(NC(=O)c2c[nH]c3ccc(F)cc3c2=O)c1 | 0
COc1ccc(C(=O)Nc2cccc(-c3ccc4nnc(-c5cccs5)n4n3)c2)cc1 | -1
O=C(COc1ccccc1)N1CC[C@H](n2cc(-c3ccccc3)nn2)C1 | -15
CCOC(=O)c1cn[nH]c1S(=O)(=O)NCc1ccccn1 | -14
CCOc1ccc(NC(=O)Cn2c(=O)n(CCC(=O)N3CCc4ccccc4C3)c(=O)c3ccccc32)cc1 | -2
CCOC(=O)c1sc(N=Nc2c(C)[nH]c3ccccc23)c(C(=O)OCC)c1C | 31
Nc1c(C(=O)c2ccccc2)sc2nc(C3CC3)cc(-c3ccccc3)c12 | -33
O=C(NCc1ccc(F)cc1)N1CCC(CSc2ccccn2)CC1 | -9
O=C(NC1CCC(Oc2ncccn2)CC1)C1OCCc2ccccc21 (stereo not given) | 0
CCCS(=O)(=O)c1ccc(NCCc2c[nH]c3ccccc23)nn1 | -4
O=[N+]([O-])c1ccc(S(=O)(=O)NCC(c2ccco2)N2CCN(c3ccc(F)cc3)CC2)cc1 (stereo not given) | 19
Cc1ccc(C=NNC(=O)NN(C)c2ncc(C(F)(F)F)cc2Cl)cc1 | -1
COC(=O)c1ccccc1NC(=O)CS(=O)(=O)c1cccs1 | 0
O=[N+]([O-])c1ccc(N2CCCCC2)cc1O | 74*
O=S(=O)(N=C(NC(=S)Nc1ccccc1)c1ccccc1)c1ccc(Cl)cc1 | 9
CCOc1ccc(NC(=O)CC(C)=NNC(=O)Cc2cccs2)cc1 | 6
CCOc1ccc(C=NNC(=O)c2nnn(-c3nonc3N)c2-c2ccc(OCC)cc2)cc1 | -9
Cn1nc(N2CCC(C(=O)Nc3cccc(-c4ccn[nH]4)c3)CC2)ccc1=O | 2

# Structural class: the entries above containing a nitro group on carbon.
Molecule | SSB-PriA inh
COc1ccc(C=NNS(=O)(=O)c2ccc(F)cc2)cc1COc1cc(F)ccc1[N+](=O)[O-] | 6
O=C(NN=Cc1ccc[nH]1)c1ccc([N+](=O)[O-])cc1 | -3
O=C(Nc1cccc([N+](=O)[O-])c1)C(Br)C(Br)c1ccccc1 (stereo not given) | 7
COc1cc(C=NNC(=O)c2ccc(Cn3cc([N+](=O)[O-])cn3)o2)cc(Br)c1O | 3
O=[N+]([O-])c1ccc(NN=Cc2ccc(O)c(O)c2O)c(S(=O)(=O)N2CCOCC2)c1 | 14
COc1c(OC(C)=O)ccc(C=NNC(=O)c2ccc(Br)cc2)c1[N+](=O)[O-] | 8
O=C(Nc1nc(-c2cc([N+](=O)[O-])cs2)cs1)c1ccccc1 | 31
O=[N+]([O-])c1ccc(S(=O)(=O)NCC(c2ccco2)N2CCN(c3ccc(F)cc3)CC2)cc1 (stereo not given) | 19
O=[N+]([O-])c1ccc(N2CCCCC2)cc1O | 74*

# Screening results as filed in PubChem BioAssay.
